Polio RdRp inh = poliovirus RdRp elongation inhibitors, primary screen, biochemical, fluorescence polarization, total intensity; poliovirus polymerase elongation; hits give low values; Genome polyprotein (Poliovirus type 1 (strain Mahoney)), P03300; % elongation, % (compound at 16.7 µg/mL); actives 0.66% (n = 150,000); in the data active = % elongation below about 90%; note: some results filed as inactive read as strong as hits
Target sequence (P03300 1749-2209 limits assumed): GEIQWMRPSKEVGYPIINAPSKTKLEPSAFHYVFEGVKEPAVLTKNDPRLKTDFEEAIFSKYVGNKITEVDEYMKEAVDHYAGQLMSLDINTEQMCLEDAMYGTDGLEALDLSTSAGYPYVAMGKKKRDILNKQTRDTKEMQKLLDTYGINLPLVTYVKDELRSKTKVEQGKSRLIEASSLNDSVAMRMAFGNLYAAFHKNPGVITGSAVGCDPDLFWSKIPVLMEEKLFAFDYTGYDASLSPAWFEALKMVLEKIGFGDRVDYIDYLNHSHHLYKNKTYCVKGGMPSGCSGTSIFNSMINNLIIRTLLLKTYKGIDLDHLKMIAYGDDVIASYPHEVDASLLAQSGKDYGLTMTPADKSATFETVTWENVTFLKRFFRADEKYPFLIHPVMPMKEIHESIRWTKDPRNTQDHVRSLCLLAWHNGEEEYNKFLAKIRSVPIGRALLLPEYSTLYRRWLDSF
Polio RdRp inh FP z-score = also measured in Polio RdRp inh; calls as there; z-score; measured here: FP z-score; hits read low
* = called active by the depositor; & = joins results of further samples. Some of the compounds tested; count on the stated rates, not on these rows.

Start of the listing, in advance (twelve entries):
CCOC(=O)N1CCc2c(sc3c2c(=O)n(Cc2ccccc2)c(=O)n3CC(=O)Nc2ccccc2F)C1 was read as Polio RdRp inh 99 and Polio RdRp inh FP z-score -1.7.
For COc1ccc(Cc2nnc(C(=O)NCc3ccccc3)o2)cc1OC the results were Polio RdRp inh 102 and Polio RdRp inh FP z-score 0.
`CC(OC(=O)Cc1c[nH]c2ccccc12)C(=O)NC1CCCC1` (centres undefined) gave Polio RdRp inh 102 and Polio RdRp inh FP z-score 0.1.
Screening COC(=O)c1nnc(Nc2ccc(Oc3ccccc3)cc2)c2ccccc12 returned Polio RdRp inh 104 and Polio RdRp inh FP z-score 0.9.
Cc1cc(Cl)c2cc(O)ccc2n1 was read as Polio RdRp inh 96 and Polio RdRp inh FP z-score -0.8.
`CCCc1ccc(NC(=O)C2CCCN(c3cnccn3)C2)cc1` (centres undefined) gave Polio RdRp inh 111 and Polio RdRp inh FP z-score 1.1.
For Fc1ccc2nc(Nc3nc4ccc(F)cc4s3)sc2c1 the results were Polio RdRp inh 101 and Polio RdRp inh FP z-score -0.3.
`Cc1ccc(C(=O)Nc2cc3c(oc2=O)CC(C)(C)CC3=O)cc1` gave Polio RdRp inh 102 and Polio RdRp inh FP z-score 0.4.
`OC(c1ccco1)c1nccc2ccccc12` (centres undefined) gave Polio RdRp inh 101 and Polio RdRp inh FP z-score -0.2.
For CC(C)OC(=O)c1c(NC(=O)c2cccc(C(F)(F)F)c2)sc2c1CCCC2 the results were Polio RdRp inh 108 and Polio RdRp inh FP z-score 0.9.
For Oc1ccc(Br)cc1C=NCc1ccccc1 the results were Polio RdRp inh 97 and Polio RdRp inh FP z-score -0.7.
`COc1ccc(-n2c(SCC(=O)c3cc4ccccc4o3)nc3ccccc32)cc1` gave Polio RdRp inh 106 and Polio RdRp inh FP z-score 0.6.

Results, previewed entries included:
CCOC(=O)N1CCc2c(sc3c2c(=O)n(Cc2ccccc2)c(=O)n3CC(=O)Nc2ccccc2F)C1 was read as Polio RdRp inh 99 and Polio RdRp inh FP z-score -1.7.
For COc1ccc(Cc2nnc(C(=O)NCc3ccccc3)o2)cc1OC the results were Polio RdRp inh 102 and Polio RdRp inh FP z-score 0.
`CC(OC(=O)Cc1c[nH]c2ccccc12)C(=O)NC1CCCC1` (centres undefined) gave Polio RdRp inh 102 and Polio RdRp inh FP z-score 0.1.
Screening COC(=O)c1nnc(Nc2ccc(Oc3ccccc3)cc2)c2ccccc12 returned Polio RdRp inh 104 and Polio RdRp inh FP z-score 0.9.
Cc1cc(Cl)c2cc(O)ccc2n1 was read as Polio RdRp inh 96 and Polio RdRp inh FP z-score -0.8.
`CCCc1ccc(NC(=O)C2CCCN(c3cnccn3)C2)cc1` (centres undefined) gave Polio RdRp inh 111 and Polio RdRp inh FP z-score 1.1.
For Fc1ccc2nc(Nc3nc4ccc(F)cc4s3)sc2c1 the results were Polio RdRp inh 101 and Polio RdRp inh FP z-score -0.3.
`Cc1ccc(C(=O)Nc2cc3c(oc2=O)CC(C)(C)CC3=O)cc1` gave Polio RdRp inh 102 and Polio RdRp inh FP z-score 0.4.
`OC(c1ccco1)c1nccc2ccccc12` (centres undefined) gave Polio RdRp inh 101 and Polio RdRp inh FP z-score -0.2.
For CC(C)OC(=O)c1c(NC(=O)c2cccc(C(F)(F)F)c2)sc2c1CCCC2 the results were Polio RdRp inh 108 and Polio RdRp inh FP z-score 0.9.
For Oc1ccc(Br)cc1C=NCc1ccccc1 the results were Polio RdRp inh 97 and Polio RdRp inh FP z-score -0.7.
`COc1ccc(-n2c(SCC(=O)c3cc4ccccc4o3)nc3ccccc32)cc1` gave Polio RdRp inh 106 and Polio RdRp inh FP z-score 0.6.
Screening CC(C)C(=O)NC1CC(=O)N(c2ccc3c(c2)OCCO3)C1 (centres undefined) returned Polio RdRp inh 117 and Polio RdRp inh FP z-score 2.2.
For CCCN(C(=O)C(=O)Nc1ccc2nc3n(c(=O)c2c1)CCCCC3)c1ccc(OCC)cc1 the results were Polio RdRp inh 110 and Polio RdRp inh FP z-score 0.6.
O=C1C(=Cc2ccccc2)C(=O)N(c2ccccc2)C(=O)N1c1ccccc1 was read as Polio RdRp inh 101 and Polio RdRp inh FP z-score 0.
`Cc1ccc(CN(Cc2cccn2-c2nnc(N3CCCC3=O)s2)C(=O)Nc2ccccc2C(F)(F)F)cc1` gave Polio RdRp inh 108 and Polio RdRp inh FP z-score -0.5.
For Cc1noc(C)c1S(=O)(=O)NC(C)c1ccccc1 (centres undefined) the results were Polio RdRp inh 102 and Polio RdRp inh FP z-score -0.2.
CCOC(=O)c1cccc(NC(=O)c2ccc3c(c2)nnn3C2CCCC2)c1 was read as Polio RdRp inh 111 and Polio RdRp inh FP z-score 0.7.
Screening N#CCCN(Cc1ccncc1)C(=S)NC1CC2C=CC1C2 (centres undefined) returned Polio RdRp inh 103 and Polio RdRp inh FP z-score 0.3.
For Cc1ccc(-c2nnc(C3CCN(S(=O)(=O)c4ccc(Cl)s4)CC3)o2)cc1 the results were Polio RdRp inh 100 and Polio RdRp inh FP z-score 0.
Screening COc1cc(C=C2C(=O)NC(=O)NC2=O)cc(Br)c1OCc1c(C)no[n+]1[O-] returned Polio RdRp inh 96 and Polio RdRp inh FP z-score -0.5.
Cn1c2c(c(=O)c3ccccc31)CCCC2 was read as Polio RdRp inh 99 and Polio RdRp inh FP z-score -0.8.
`CCOc1ccc(/C=C/C(=O)Nc2sc3c(c2C(=O)OC)C(C(=O)OC)CC3)cc1` (centres undefined) gave Polio RdRp inh 79* and Polio RdRp inh FP z-score -3.1*.
CCOC(=O)c1sc(SC)nc1NS(=O)(=O)c1cc(C(F)(F)F)cc(C(F)(F)F)c1 was read as Polio RdRp inh 100 and Polio RdRp inh FP z-score -0.5.
Screening CN1CCC(N(C)C(=O)c2ccc3nccnc3c2)CC1 returned Polio RdRp inh 100 and Polio RdRp inh FP z-score -0.6.
COc1ccc(C(=O)NC2(C(F)(F)F)C(=O)NC(C)=C2C#N)cc1 (centres undefined) was read as Polio RdRp inh 103 and Polio RdRp inh FP z-score -0.2.
Cc1nc(SCC(=O)Nc2ccc(-c3ccccc3)cc2)c2c3c(sc2n1)CCC3 was read as Polio RdRp inh 102 and Polio RdRp inh FP z-score 0.1.
COCCCNc1oc(-c2ccc(COc3ccc(Cl)cc3)o2)nc1C#N was read as Polio RdRp inh 108 and Polio RdRp inh FP z-score 0.3.
`COCCNc1ncnc2c1sc1nc(N3CCOCC3)c3c(c12)CCC3` gave Polio RdRp inh 102 and Polio RdRp inh FP z-score 0.
CCOC(=O)N1CCC(=NNc2ccc(Cl)c(C(=O)O)c2)CC1 was read as Polio RdRp inh 105 and Polio RdRp inh FP z-score 0.4.
`Cc1cccc(CN2CCN(CC(=O)NCCc3ccc(Cl)cc3)C2=O)c1` gave Polio RdRp inh 113 and Polio RdRp inh FP z-score 0.2.
`CCSc1n[nH]c(-c2ccc(Cl)cc2)n1` gave Polio RdRp inh 100 and Polio RdRp inh FP z-score 0.
For CCOC(=O)C1=C(CS(=O)(=O)c2cccc(C(F)(F)F)c2)NC(=O)NC1c1cccc(OC)c1 (centres undefined) the results were Polio RdRp inh 106 and Polio RdRp inh FP z-score -0.1.
Screening COC(=O)C1=C(C)N(c2ccccc2F)C(=O)/C1=C\c1cccc(OC)c1O returned Polio RdRp inh 103 and Polio RdRp inh FP z-score 0.2.
Screening O=C(CCc1ccc(-c2ccccc2)o1)Nc1ccccc1C(=O)NC1CC1 returned Polio RdRp inh 101 and Polio RdRp inh FP z-score 0.
Cc1cccc(Cc2c(C)nc3nc(SCc4ccccc4F)nn3c2C)c1 was read as Polio RdRp inh 109 and Polio RdRp inh FP z-score 0.
`COc1ccc(-c2nc3ccccc3s2)cc1NC(=O)c1cccc(F)c1` gave Polio RdRp inh 105 and Polio RdRp inh FP z-score 0.1.
For COc1ccc2nc3[nH]nc(NC(=O)Cc4ccccc4OC)c3cc2c1 the results were Polio RdRp inh 103 and Polio RdRp inh FP z-score 0.5.
`Nc1nonc1C(=O)NCCNCc1ccc(Cl)c(Cl)c1` gave Polio RdRp inh 108 and Polio RdRp inh FP z-score 0.7.
Cc1ccnc(NC(=O)COc2ccc(Cl)cc2Cl)n1 was read as Polio RdRp inh 101 and Polio RdRp inh FP z-score 0.
For Cc1cc(-c2ccc(S(=O)(=O)Nc3ccc(Cl)cc3C)cc2)on1 the results were Polio RdRp inh 114 and Polio RdRp inh FP z-score 1.1.
`CCC(C(=O)N1CCC(C)CC1)c1ccccc1` (centres undefined) gave Polio RdRp inh 101 and Polio RdRp inh FP z-score 0.1.
For COc1cc(C(CC(=O)Nc2ccc(C)c(F)c2)N2Cc3ccccc3C2=O)cc(OC)c1OC (centres undefined) the results were Polio RdRp inh 107 and Polio RdRp inh FP z-score 0.
CCOc1ccc2nc(N3CCCC(C(=O)Nc4ccc(CC)cc4)C3)sc2c1 (centres undefined) was read as Polio RdRp inh 107 and Polio RdRp inh FP z-score 0.4.
Screening CCS(=O)(=O)N1CCc2cc(C(=O)NCCc3ccccc3)ccc21 returned Polio RdRp inh 114 and Polio RdRp inh FP z-score 1.3.
Screening O=C(NC1CCCCC1)C1c2cccn2CC(=O)N1CCCN1CCCC1=O (centres undefined) returned Polio RdRp inh 103 and Polio RdRp inh FP z-score 0.5.
Screening CCOC(=O)Oc1cc2oc(=O)sc2cc1Cl returned Polio RdRp inh 98 and Polio RdRp inh FP z-score -0.5.
O=C(NCc1ccc(F)cc1)c1nnc(Cc2cccc(F)c2)o1 was read as Polio RdRp inh 100 and Polio RdRp inh FP z-score -1.2.
Screening O=C1NCCN1Cc1ccccc1 returned Polio RdRp inh 102 and Polio RdRp inh FP z-score 0.1.
`Cc1ccccc1C(OCCN(C)C)c1ccccc1` (centres undefined) gave Polio RdRp inh 101&99 and Polio RdRp inh FP z-score 0.5&-0.3.
Screening CC(=O)Nc1ccc(NC(=O)CN2C(=O)CC(c3ccco3)Sc3ccccc32)cc1 (centres undefined) returned Polio RdRp inh 104 and Polio RdRp inh FP z-score -0.1.
`CCOc1ccc2c(c1)sc1c(C)cc(=O)oc12` gave Polio RdRp inh 103 and Polio RdRp inh FP z-score 0.4.
For CCCNc1c(N)n(-c2ccccc2)c(=O)[nH]c1=O the results were Polio RdRp inh 98 and Polio RdRp inh FP z-score -0.8.
Screening O=C(CSc1ccc(F)cc1)N1CCCC1 returned Polio RdRp inh 100 and Polio RdRp inh FP z-score -0.4.
COc1ccccc1CNC(=O)c1nnc(Cc2ccc(F)cc2)o1 was read as Polio RdRp inh 100 and Polio RdRp inh FP z-score -0.9.
For N#CCC(Cc1ccccc1)c1ccc2c(c1)OCO2 (centres undefined) the results were Polio RdRp inh 101 and Polio RdRp inh FP z-score -0.4.
`CCCCC/C=C\C/C=C\C/C=C\C=C\[C@H](CCCC(=O)O)OO` gave Polio RdRp inh 102&101 and Polio RdRp inh FP z-score 0.3&0.3.
For O=C(O)c1ccc(Cl)c(NC(=O)c2ccco2)c1 the results were Polio RdRp inh 99 and Polio RdRp inh FP z-score -1.
Screening O=C(Nc1ccc(Nc2nc3c(S(=O)(=O)c4ccc(Br)cc4)nnn3c3ccccc23)cc1)c1ccco1 returned Polio RdRp inh 100 and Polio RdRp inh FP z-score -0.3.
For Cn1c(CSc2nc3ccccc3s2)n[nH]c1=S the results were Polio RdRp inh 99 and Polio RdRp inh FP z-score -0.2.
For COc1ccc(CNC(=O)c2ccc(Cn3cc(Br)cn3)o2)cc1 the results were Polio RdRp inh 101 and Polio RdRp inh FP z-score 0.2.
Screening CC1CCN(c2oc(-c3cccs3)nc2S(=O)(=O)c2ccc(Cl)cc2)CC1 returned Polio RdRp inh 106 and Polio RdRp inh FP z-score 0.2.
For Cc1nn2c(-c3ccco3)nnc2c2ccccc12 the results were Polio RdRp inh 101 and Polio RdRp inh FP z-score 0.
`Clc1ccc(Oc2ccccc2)c(NC2=NCCC2)c1` gave Polio RdRp inh 97 and Polio RdRp inh FP z-score -0.3.
`Cc1oc(-c2ccc(Cl)cc2)nc1CSc1nc2ncccc2[nH]1` gave Polio RdRp inh 102 and Polio RdRp inh FP z-score -1.2.
COc1ccc(CC(=O)Nc2ncn[nH]2)cc1OC was read as Polio RdRp inh 103 and Polio RdRp inh FP z-score 0.6.
For CC12CN3CC(c4ccccc4)(CN(C1)C3c1ccc(O)cc1)C2=O (centres undefined) the results were Polio RdRp inh 109 and Polio RdRp inh FP z-score 1.3.
Screening Cc1ccc(Cl)cc1NC(=O)C(NS(=O)(=O)c1ccc2c(c1)CCC(=O)N2)c1ccccc1 (centres undefined) returned Polio RdRp inh 112 and Polio RdRp inh FP z-score 1.3.
`COc1ccc(-c2c(C)oc3c(CN4CCN(C)CC4)c(O)ccc3c2=O)cc1` gave Polio RdRp inh 103 and Polio RdRp inh FP z-score 0.5.
`COC(=O)c1ccccc1NC(=O)c1c(NC(=O)c2ccco2)sc2c1CCC(C(C)(C)C)C2` (centres undefined) gave Polio RdRp inh 101 and Polio RdRp inh FP z-score -1.2.
COc1ccc(NC(=O)Cn2nc(SC)c(S(=O)(=O)c3ccc(C)cc3)c2N)cc1OC was read as Polio RdRp inh 108 and Polio RdRp inh FP z-score 0.4.
`CC(NCC(F)(F)F)C1CC1` (centres undefined) gave Polio RdRp inh 104 and Polio RdRp inh FP z-score 0.3.
For COc1ccccc1NC(=O)c1sc2nc(-c3cc4cccc(OC)c4oc3=O)[nH]c(=O)c2c1C the results were Polio RdRp inh 103 and Polio RdRp inh FP z-score 0.3.
Screening Cc1cc(C)c(/C=C/c2onc(C)c2S(=O)(=O)N2CCC(C(=O)Nc3ccc(Cl)cc3C)CC2)c(C)c1 returned Polio RdRp inh 111 and Polio RdRp inh FP z-score 1.
COc1ccccc1S(=O)(=O)Nc1ccc2nc(C)sc2c1 was read as Polio RdRp inh 101 and Polio RdRp inh FP z-score 0.
For O=C(Nc1ccccc1C(F)(F)F)N1CCC2(CC1)Oc1ccccc1C(=O)N2Cc1ccccc1F the results were Polio RdRp inh 105 and Polio RdRp inh FP z-score -1.5.
N#Cc1ccc(C(=O)Oc2ccc3ccccc3c2)cc1 was read as Polio RdRp inh 101 and Polio RdRp inh FP z-score -0.1.

Assay outcomes deposited in PubChem BioAssay by ICCB-Longwood Screening Facility, Harvard Medical School.
